High-throughput results (PubChem)
ASAP1 inh = inhibitors of human ASAP1 ArfGAP activity, primary screen, biochemical, fluorescence polarization | ASAP1-stimulated ARF1 GTP hydrolysis, GDP FP detection | inhibition, % at 16.5 µM | actives 0.19% (n = 360,000) | AID 624377, 2012; in the data active means inhibition above about 25%;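 further: 0% = vehicle with enzyme and substrate and 100% = no enzyme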
Target sequence (Q9ULH1 325-724 limits assumed): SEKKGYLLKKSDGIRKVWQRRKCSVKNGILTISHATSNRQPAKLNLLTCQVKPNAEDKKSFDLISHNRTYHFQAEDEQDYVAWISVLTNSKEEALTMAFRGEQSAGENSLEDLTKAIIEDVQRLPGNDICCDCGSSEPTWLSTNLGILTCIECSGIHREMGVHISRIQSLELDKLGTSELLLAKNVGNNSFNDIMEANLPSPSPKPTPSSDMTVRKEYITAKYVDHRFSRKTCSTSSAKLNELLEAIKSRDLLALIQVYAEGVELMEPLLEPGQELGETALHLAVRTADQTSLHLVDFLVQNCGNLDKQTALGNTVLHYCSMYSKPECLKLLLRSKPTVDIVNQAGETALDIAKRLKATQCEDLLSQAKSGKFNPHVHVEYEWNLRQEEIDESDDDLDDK
ARFGAP1 inhibitor = inhibitors of rat ARFGAP1 GAP activity, primary screen, biochemical, fluorescence polarization, GDP tracer; Arfgap1-stimulated ARF1 GTP hydrolysis, GDP FP detection; inhibition, % at 16.5 µM; actives 0.26% (n = 360,000); AID 651572, 2012;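 active means inhibition above a per-plate limit, mean inhibition of low control wells plus 3 SD, cut at about 25% in these data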;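 further: 0% = DMSO wells with enzyme and 100% = wells lacking Arfgap1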
Target sequence (Q62848 1-136 limits assumed): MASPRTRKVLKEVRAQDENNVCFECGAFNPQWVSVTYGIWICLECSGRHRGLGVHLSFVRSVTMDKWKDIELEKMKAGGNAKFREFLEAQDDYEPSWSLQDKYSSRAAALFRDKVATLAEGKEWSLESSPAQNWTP
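Assay system: Rat Arfgap1 GAP domain (His6, aa 1-136), purified enzyme | Buffer or medium: HEPES 25 mM pH 7.5, NaCl 150 mM, MgCl2, DTT | Schedule: GTP hydrolysis reaction 2 h at 25 °C | Signal: FP of antibody-bound GDP Alexa 633 tracer, ex 620/em 688 nm | Measure: Percent inhibition of Arfgap1-stimulated GTP hydrolysis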
PLC-gamma1 inh = PLC-gamma1 enzyme inhibitors, primary screen, biochemical, fluorescence, purified enzyme; fluorogenic substrate; 1-phosphatidylinositol 4,5-bisphosphate phosphodiesterase gamma-1 (Homo sapiens), P19174; actives 0.84% (n = 370,000); inhibition, % at 12.2 µM; in the data active means inhibition above about 9.5%
PLCb3 inh = human PLC-beta3 inhibitors, primary screen, biochemical, fluorescence | Purified PLC-beta3, fluorogenic substrate | 1-phosphatidylinositol 4,5-bisphosphate phosphodiesterase beta-3 (Homo sapiens), Q01970 | inhibition, % at 12.2 µM | actives 0.18% (n = 370,000); in the data active means inhibition above about 11%;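 further: 0% = median of compound wells on plate and 100% = full blocker control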
TDP2 inh = human TDP2 enzyme inhibitors, primary screen, biochemical, epi absorbance, recombinant enzyme. inhibition, % at 12.8 µM. T5PNP hydrolysis, p-nitrophenol absorbance 415 nm. actives 0.34% (n = 370,000). Tyrosyl-DNA phosphodiesterase 2 (Homo sapiens), O95551;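 active means inhibition above the mean of all tested compounds plus 3 SD, set per campaign, cut at about 25% in these data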;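 further: 0% = DMSO with enzyme and 100% = buffer with substrate but no TDP2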
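test system = human TDP2 enzyme | input = TDP2 enzyme at 120 nM final | medium = 50 mM Tris-HCl pH 7.5 with Mg2+, KCl, DTT, BSA | also added = T5PNP substrate, 5 mM | times = 2 h at 37 °C | technique = epi absorbance | benchmarks = high control without enzyme, low control DMSO plus TDP2 | replication = each compound tested once, singlicate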
ADAM10 inh = human ADAM10 inhibitors, primary screen, biochemical, QFRET, HTS | recombinant ADAM10, EDANS/DABCYL FRET peptide cleavage, 3 h | AID 720582, 2013 | inhibition, % at 7 µM | actives 0.62% (n = 370,000);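 active means inhibition above a per-campaign cutoff equal to the mean of compounds falling between control-based bounds plus 3 SD, cut at about 20% in these data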;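 further: 0% = DMSO wells while the 100% control is not disclosed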
Target sequence (O14672 214-748 limits assumed): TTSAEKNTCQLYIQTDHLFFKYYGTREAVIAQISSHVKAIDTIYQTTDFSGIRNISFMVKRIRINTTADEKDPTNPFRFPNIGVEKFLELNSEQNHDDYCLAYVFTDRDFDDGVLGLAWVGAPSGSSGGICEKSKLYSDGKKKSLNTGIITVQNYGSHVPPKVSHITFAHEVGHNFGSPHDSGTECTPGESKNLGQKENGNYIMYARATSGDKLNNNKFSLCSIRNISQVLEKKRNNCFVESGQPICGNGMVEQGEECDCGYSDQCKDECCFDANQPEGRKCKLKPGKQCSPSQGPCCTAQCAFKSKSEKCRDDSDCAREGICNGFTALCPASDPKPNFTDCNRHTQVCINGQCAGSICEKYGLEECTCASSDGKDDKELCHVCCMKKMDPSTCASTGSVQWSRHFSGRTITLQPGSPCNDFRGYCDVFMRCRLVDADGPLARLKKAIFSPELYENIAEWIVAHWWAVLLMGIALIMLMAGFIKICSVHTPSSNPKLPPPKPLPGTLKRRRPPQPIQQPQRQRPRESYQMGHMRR
ADAM17 inh = ADAM17 inhibitors, primary screen, biochemical, QFRET | Disintegrin and metalloproteinase domain-containing protein 17 (Homo sapiens), P78536 | recombinant ADAM17, EDANS/DABCYL FRET peptide cleavage | inhibition, % at 6.95 µM | actives 0.83% (n = 370,000) | AID 720648, 2013;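 active means inhibition above the mean of compounds lying between control limits plus 3 SD, set per campaign, cut at about 8.5% in these data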;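 further: 0% = DMSO-only wells as the low control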
DDE Tn6 FP inh = inhibitors of Tn6 peptide binding to fibrin DD(E), primary screen, biochemical, fluorescence polarization, human fibrin, Tn6 probe. Fibrin DD(E) TRITC-Tn6 fluorescence polarization displacement. inhibition, % at 8.3 µM. actives 0.21% (n = 370,000). AID 720509, 2013;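 active means inhibition above a per-campaign cutoff: mean of compounds within control limits plus 3 SD, cut at about 15% in these data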;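 further: 0% = median of all compound wells on the plate and 100% = blocking peptide control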
SIAE inh = human SIAE inhibitors, primary screen, biochemical, fluorescence polarization, FP-Rh probe, 1536-well HTS | inhibition, % at 9.66 µM | SIAE FP-Rh probe binding | Sialate O-acetylesterase (Homo sapiens), Q9HAT2 | actives 0.69% (n = 370,000) | AID 1053197, 2014;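 active means inhibition above a cutoff: mean of compounds within the control limits plus 3 SD of those, cut at about 17% in these data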;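 further: 0% = plate median of compound wells and 100% = probe without SIAE protein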
Tn7 DDE FP = inhibitors of Tn7 peptide binding to fibrin DD(E), primary screen, biochemical, fluorescence polarization, human fibrin, Tn7 probe; inhibition, % at 8.3 µM; Fibrinogen beta chain (Homo sapiens), P02675; actives 0.13% (n = 370,000); FP displacement of FITC-Tn7 peptide from fibrin DD(E); 0% = median of compound wells per plate;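 active means inhibition above the mean of compounds falling within the control limits plus 3 SD of them, cut at about 14% in these data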;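 further: 0% = plate median of compound wells and 100% = 10 µM Aha-Tn7 peptide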
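system = human fibrin DD(E) protein | quantity = DD(E) 2 µM final | medium = Tris/NaCl/CaCl2 buffer, pH 7.8 | also added = labelled Tn7 tracer, 0.1 µM | compound dosing = single point at 8.3 µM | timing = compound with protein 10 min, then 3 h after probe, room temperature | signal = FP measurement | benchmarks = Aha-Tn7 high control | repeats = one replicate per compound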
Starred values were filed as active, the others as inactive; x = not tested or not shown.

Compound,DDE Tn6 FP inh,ADAM10 inh,SIAE inh,ARFGAP1 inhibitor,ASAP1 inh,PLCb3 inh,TDP2 inh,PLC-gamma1 inh,Tn7 DDE FP,ADAM17 inh
Cc1ccc(S(=O)(=O)CCC(=O)OCc2ccc(Cl)c(Cl)c2)cc1,4.9,-5.5,-0.6,9.2,-7.3,-3.8,-4.1,-0.3,5.0,-3.0
O=C(CSc1n[nH]c(-c2ccccc2)n1)Nc1ccc(F)cc1F,-2.2,1.8,5.7,2.8,-0.2,-6.4,-1.7,0.4,0.2,0.0
O=CN1CCC(=O)N(Cc2ccccc2)c2ccccc21,-7.3,2.5,2.2,2.3,-8.2,-0.3,2.0,1.5,2.6,-0.4
Cc1ccc(C)c2[nH]c(=O)c(C(c3nnnn3C3CCCC3)N3CCOCC3)cc12 (configuration not stated),-5.9,-24.5,0.5,1.7,5.5,-12.1,-2.8,-7.0,0.9,-7.3
C=CCNC(=S)NNC(=O)c1ccc(OCCCC)cc1,-7.0,-4.5,-2.7,13.8,0.7,1.1,-1.6,2.2,6.2,-4.2
COc1cc(/C=C2\NC(=S)N(C)C2=O)ccc1OCc1ccccc1F,-4.2,1.6,-8.0,3.6,0.1,-6.1,-0.6,2.0,3.9,-2.3
CC(=O)CC[C@@H]1CC[C@]2(CCCN(C(=O)c3ccno3)C2)O1,-1.5,-1.3,-0.2,x,x,1.4,17.5,0.0,4.9,0.0
CCOc1ccc(NC(=O)CCS(=O)(=O)c2ccc(C)cc2)cc1,-0.9,0.1,2.9,-7.9,-10.8,-4.8,-8.7,4.3,5.1,-1.4
Cc1cc(Br)ccc1NC(=O)CNC(=O)CN(C)Cc1nc2ccccc2c(=O)[nH]1,-2.8,1.0,4.7,5.6,-18.1,4.5,-6.9,-4.0,-0.8,-1.4
C[C@@H]1CN([C@@H](C)CO)S(=O)(=O)c2ccc(C#Cc3cccc(F)c3)cc2O[C@H]1CN(C)S(=O)(=O)c1cn(C)cn1,-1.6,10.6,-5.4,15.0,-7.0,-6.6,-0.3,-2.8,-5.2,4.1
COc1ccccc1NC(=O)C1CCCN(C(=O)Nc2ccc(F)cc2)C1 (configuration not stated),-2.0,-6.4,-1.2,-9.6,9.9,-1.7,9.1,1.0,0.7,0.8
COc1ccccc1CCC(=O)OCC(=O)c1c(N)n(CC(C)C)c(=O)n(C)c1=O,-9.3,9.8,-4.6,1.2,4.9,-3.6,-8.4,1.4,2.5,3.0
Cc1ccc(NC(=O)COc2ncnc3c(Cl)cc(Cl)cc23)cc1[N+](=O)[O-],-0.9,-6.3,13.3,-9.4,-7.6,-4.3,-9.1,-5.2,9.6,-2.0
COc1ccc(CNC(=O)c2ccc(-c3c(C)noc3C)c3ccoc23)cc1OC,0.7,-5.4,2.7,4.3,-0.8,0.5,-13.8,4.1,-6.1,1.8
CCOC(=O)Cc1csc(NC(=O)C2CCCCC2C(=O)O)n1 (configuration not stated),2.1,1.9,-1.3,-3.6,14.7,3.0,2.0,1.3,3.0,0.3
NNC(=O)c1ccccc1OCc1ccccc1,-5.3,3.7,-6.0,10.9,7.0,-12.6,-0.1,-5.0,2.5,-0.2
O=C(Nc1ccccc1C(F)(F)F)C1CCN(C(=O)Cc2ccccc2)CC1,3.2,-7.2,-5.1,5.4,1.5,-7.1,2.0,2.5,4.2,-4.3
Cc1nc(Nc2ccc(Cl)cc2)c2oc3ccccc3c2n1,5.0,-43.4,1.3,2.8,9.5,-102.8,7.0,-69.3,-4.0,-16.1
COC(=O)c1cccc2c([N+](=O)[O-])c(NC(C)=O)cc(C(=O)OC)c12,-3.9,1.6,-4.4,-8.4,-9.5,-4.5,-4.6,-1.6,-0.4,-1.8
CCn1ncc(Br)c1C(=O)Nc1cc(C)cc(C)c1,-0.6,0.7,0.0,0.1,7.1,1.6,1.7,-0.2,1.9,-2.0
CCCN(C(=O)CSc1nnnn1C)C1CCS(=O)(=O)C1 (configuration not stated),-1.5,5.4,-2.5,0.2,-2.3,2.8,-1.4,1.9,-5.4,-0.8
COCCCNC(=O)CN(CCc1ccccc1)S(=O)(=O)c1ccccc1,-10.8,-4.6,1.2,2.0,5.3,-0.7,-5.7,0.8,5.3,-0.1
Cc1ccccc1NC(=O)C(C)c1ccc(-c2ccccc2)c(F)c1 (configuration not stated),1.8,2.5,-3.1,4.4,6.6,-0.1,-1.2,1.0,0.8,-1.4
O=C(Cn1cnc2c(cnn2-c2ccc(F)cc2)c1=O)NCCc1ccccc1,-0.3,-5.0,10.6,-2.8,-2.5,0.7,1.1,2.7,4.2,0.2
CC(OC(=O)c1ccc(Cl)c(S(N)(=O)=O)c1)C(=O)NCC1CCCCC1 (configuration not stated),0.5,-8.7,0.9,-0.5,-16.2,-0.1,1.0,-0.6,-7.6,-0.9
O=C(NCc1nc2ccccc2[nH]1)c1cccc(S(=O)(=O)N2CCCCC2)c1,0.0,4.4,-2.4,-2.9,1.0,2.8,2.4,1.8,7.4,-4.5
Cc1ccc(NC(=O)CN2C(=O)NC3(CCCc4ccccc43)C2=O)c([N+](=O)[O-])c1 (configuration not stated),5.1,-13.6,-2.9,-3.5,4.4,-7.1,-8.6,-1.8,2.8,-1.7
CCc1c(C#N)c(=O)[nH]c(=O)n1-c1ccccc1,-4.9,0.7,7.6,8.0,-3.6,-4.6,7.7,-0.5,-4.0,-2.6
CN(Cc1cnccn1)Cc1cn(Cc2ccccc2)nc1-c1ccc2c(c1)OCO2,-3.3,1.5,2.4,15.3,14.7,-6.1,4.3,1.6,1.0,-2.8
CCN(CC)C(=O)CC[C@@H]1CC[C@]2(CCCN(S(=O)(=O)C3CCCCC3)C2)O1,-5.4,-7.3,0.6,x,x,1.6,3.7,-1.6,-1.2,-0.8
O=C1NCCN(Cc2cccc(Oc3ccccc3)c2)C1CC(=O)N1CCCCO1 (configuration not stated),3.2,-13.4,2.2,0.3,-5.3,-10.2,3.1,-8.4,3.9,-8.0
Cc1ccc(NC2=C(Cl)C(=O)c3ccccc3C2=O)cc1,2.0,-2.8,9.9,-1.1,-1.9,-2.2,7.9,-2.6,6.4,-5.2
O=C(Nc1ccc(N2CCOCC2)cc1N1CCOCC1)c1ccc([N+](=O)[O-])cc1,-2.7,-8.9,2.4,-5.2,7.5,-1.2,8.0,-1.3,-1.6,-6.7
C[C@H](NC(=O)C(c1ccccc1)c1ccccc1)c1ccccc1,2.1,12.4,-4.5,-4.3,12.2,-1.3,-12.2,5.6,-4.3,3.6
COc1cc(C(=O)Nc2ccc(C#N)cc2)c([N+](=O)[O-])cc1OC,7.0,0.8,7.7,3.1,-5.5,-2.5,-5.8,0.9,-4.4,0.2
COC(=O)c1ccccc1NC(=O)c1cc[n+](C)cc1,-1.8,3.5,2.9,10.2,5.2,-1.3,2.3,4.7,-2.2,0.1
COc1ccc(N(C=O)C(=S)SC)cc1,0.8,0.8,1.1,-0.6,9.6,-6.8,8.7,-2.5,-0.1,-3.4
CC1(c2cccc(N)c2)OCCO1,2.3,-8.2,1.9,1.2,-3.1,3.4,-7.1,-4.0,-7.0,0.7
O=C(Cc1ccc(F)cc1)N(c1ccccc1)C1C=CS(=O)(=O)C1 (configuration not stated),-3.2,6.0,1.1,-3.4,2.8,4.3,-14.9,5.8,-7.0,2.7
O=C(NC(Cc1c[nH]c2ccccc12)C(=O)N/N=C/c1ccc(Cl)cc1)c1cccs1 (configuration not stated),-10.3,15.5,-27.4,6.1,11.0,3.2,-1.4,4.3,0.9,8.2
CC1CCC(NC(=O)CN(C)S(=O)(=O)c2cccc3cccnc23)CC1 (configuration not stated),1.4,4.1,0.7,-13.4,-6.8,-3.4,-3.7,0.6,8.3,0.0
Cc1ccc(Nc2nc(-c3sc(N)nc3C)cs2)cc1,-1.5,-1.1,6.4,3.8,0.5,-21.0,1.4,-8.2,1.8,1.1
COc1cc(/C=N/Nc2nc(Nc3ccccc3)nc(-n3nc(C)cc3C)n2)cc(OC)c1OC,-7.9,-2.5,-10.8,-6.5,2.3,-18.9,-14.6,-13.4,-6.7,-1.9
CCN1C(=NCCOC)N[C@@H](c2cccs2)C(C(=O)OC)=C1C,-6.9,-2.5,0.4,7.3,-2.8,0.1,0.6,-1.1,-4.6,-3.6
CC(C)C[C@@H](NC(=O)C1CCC(CNC(=O)[C@@H]2CCCN2C(=O)OC(C)(C)C)CC1)C(=O)O (some centres not stated),-1.4,1.0,-1.1,-3.5,-8.6,-4.2,12.8,1.0,-1.4,-5.1
CC1CCN(c2nc3nonc3nc2Nc2ccc(F)cc2)CC1,0.3,11.3,-4.8,-3.9,1.2,-2.1,-15.8,5.8,5.0,2.7

3 entries from above, set out differently.
O=C(Nc1ccc(N2CCOCC2)cc1N1CCOCC1)c1ccc([N+](=O)[O-])cc1
  DDE Tn6 FP inh: -2.7	ADAM10 inh: -8.9	SIAE inh: 2.4	ARFGAP1 inhibitor: -5.2	ASAP1 inh: 7.5	PLCb3 inh: -1.2	TDP2 inh: 8.0	PLC-gamma1 inh: -1.3	Tn7 DDE FP: -1.6	ADAM17 inh: -6.7

C[C@H](NC(=O)C(c1ccccc1)c1ccccc1)c1ccccc1
  DDE Tn6 FP inh: 2.1	ADAM10 inh: 12.4	SIAE inh: -4.5	ARFGAP1 inhibitor: -4.3	ASAP1 inh: 12.2	PLCb3 inh: -1.3	TDP2 inh: -12.2	PLC-gamma1 inh: 5.6	Tn7 DDE FP: -4.3	ADAM17 inh: 3.6

COc1cc(C(=O)Nc2ccc(C#N)cc2)c([N+](=O)[O-])cc1OC
  DDE Tn6 FP inh: 7.0	ADAM10 inh: 0.8	SIAE inh: 7.7	ARFGAP1 inhibitor: 3.1	ASAP1 inh: -5.5	PLCb3 inh: -2.5	TDP2 inh: -5.8	PLC-gamma1 inh: 0.9	Tn7 DDE FP: -4.4	ADAM17 inh: 0.2
